Assay outcomes deposited in PubChem BioAssay by several laboratories.
MEKK2wt PB1 HTS = raises or lowers MEK5 binding to wildtype human MEKK2 PB1 domain. bead flow cytometry, Alexa488-MEK5 binding to MEKK2 WT; actives lie on both sides. binding response (% of control), % at 10 µM. 290,000 compounds, 1.1% hits. AID 1531; in the data active = binding response below about 67% or above about 130%
PfM18AAP inh = blocks P. falciparum M18 aspartyl aminopeptidase; recombinant PfM18AAP, H-Glu-NHMec fluorogenic cleavage; inhibition, % at 7.35 µM; 290,000 compounds, 1.2% hits; AID 1822;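 active = inhibition above the campaign mean inhibition over all tested compounds plus 3 SD, cut at about 28% in these data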;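 note: 0% = plate median of test compound wells and 100% = 2 mM ZnCl2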
PHOSPHO1 block = inhibitors of human PHOSPHO1 phosphatase | Q8TCT1 | recombinant PHOSPHO1, absorbance phosphatase assay | inhibition, % at 13.3 µM | 290,000 compounds, 1.1% hits | AID 1565; in the data active = inhibition above about 60%
Target sequence (Q8TCT1 whole entry, looked up): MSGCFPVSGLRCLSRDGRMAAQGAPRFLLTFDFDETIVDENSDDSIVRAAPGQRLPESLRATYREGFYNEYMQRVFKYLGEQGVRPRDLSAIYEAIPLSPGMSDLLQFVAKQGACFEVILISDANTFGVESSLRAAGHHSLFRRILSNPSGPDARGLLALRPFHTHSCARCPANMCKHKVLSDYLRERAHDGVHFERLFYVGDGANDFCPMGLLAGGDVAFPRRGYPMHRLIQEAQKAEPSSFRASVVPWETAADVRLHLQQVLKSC
MEKK3 PB1 HTS = raises or lowers MEK5 binding to the human MEKK3 PB1 domain; Q99759; bead-based flow cytometry, Alexa488-MEK5 binding to MEKK3; actives lie on both sides; 0 = blocked by unlabeled MEK5, 100 = vehicle; binding response (% of control), % at 10 µM; 290,000 compounds, 1.4% hits;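 active = binding response more than 3 SD above or below the average of its plate-row segment, actives on both sides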;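 note: Alexa488 bead fluorescence after subtracting the streptavidin-only scavenger bead signal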
OXTR agonist = activates the human oxytocin receptor. 320,000 compounds, 0.32% hits. activation, % at 3 µM. P30559. CHO-OTR cells, Fluo-8 calcium fluorescence; normalized: DMSO 0%, oxytocin 100%;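 active = activation above the mean of all tested compounds plus 3 SD, cutoff set per screening run, cut at about 20% in these data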;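 note: peak over basal fluorescence ratio from a 100 s FLIPR kinetic read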
Target sequence (P30559 whole entry, looked up): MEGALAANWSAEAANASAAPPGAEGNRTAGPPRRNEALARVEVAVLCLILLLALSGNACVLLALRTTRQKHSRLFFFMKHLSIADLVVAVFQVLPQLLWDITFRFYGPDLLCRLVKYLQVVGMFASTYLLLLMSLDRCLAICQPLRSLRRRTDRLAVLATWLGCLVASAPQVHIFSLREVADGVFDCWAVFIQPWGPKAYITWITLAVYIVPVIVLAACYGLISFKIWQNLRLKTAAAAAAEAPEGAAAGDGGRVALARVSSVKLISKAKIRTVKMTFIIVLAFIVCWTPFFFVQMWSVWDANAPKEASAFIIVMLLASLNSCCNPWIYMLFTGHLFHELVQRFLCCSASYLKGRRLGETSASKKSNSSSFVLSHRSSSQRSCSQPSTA
FID counter = displaces DNA intercalator in HCV helicase counter-screen. DNA fluorescent intercalator displacement, fluorescence. inhibition, % at 7.9 µM. 290,000 compounds, 0.17% hits; in the data active = inhibition above about 37%;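 note: 0% = vehicle and 100% = reference compound; higher means more ethidium bromide displaced from hairpin DNA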
MEKK2mut PB1 HTS = signal of MEK5 binding to mutant human MEKK2 PB1 domain; bead flow cytometry, Alexa488-MEK5 binding to MEKK2 mutant; percent response, % at 10 µM; AID 1530; 290,000 compounds, 0.35% hits; in the data active = percent response above about 24%, passing the limit was not always enough; note: inactives centre near 1; some results filed as inactive read as strong as hits; reference of the scale not given here
GPR7 antag = blocks human GPR7 receptor signaling | P48145 | GPR7-expressing cells, fluorescence antagonist assay | inhibition, % at 4.4 µM | 290,000 compounds, 1.1% hits | AID 1861; in the data active = inhibition above about 16%, passing the limit was not always enough;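 note: cells stimulated with the agonist NPW; 0% = agonist with vehicle and 100% = vehicle without agonist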
Target sequence (P48145 whole entry, looked up): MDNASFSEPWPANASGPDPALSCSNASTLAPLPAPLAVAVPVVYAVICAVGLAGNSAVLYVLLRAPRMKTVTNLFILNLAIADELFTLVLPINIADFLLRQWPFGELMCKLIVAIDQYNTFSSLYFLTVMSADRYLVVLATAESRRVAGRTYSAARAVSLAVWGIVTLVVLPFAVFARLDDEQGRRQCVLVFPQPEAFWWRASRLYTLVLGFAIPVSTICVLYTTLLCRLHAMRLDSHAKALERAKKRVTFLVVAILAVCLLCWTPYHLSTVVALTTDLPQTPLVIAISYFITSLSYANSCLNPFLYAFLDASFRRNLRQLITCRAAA
NALP1 inh = NALP1 inhibition; S. cerevisiae NALP1/ASC/caspase-1 growth, X-gal OD620, 72 h; inhibition, % at 10 µM; 280,000 compounds, 0.61% hits; AID 2071; in the data active = inhibition mostly above about 24%, no sharp cut-off; inactive = mostly below about 32%; note: some compounds called inactive have numbers as strong as hits
Numbers without * were called inactive; . = no result given; [ ] = dose if it differs, or a comment. The order is random; overall some 6.2% were active at least once.

SMILES	MEKK2wt PB1 HTS	PfM18AAP inh	PHOSPHO1 block	MEKK3 PB1 HTS	OXTR agonist	FID counter	MEKK2mut PB1 HTS	GPR7 antag	NALP1 inh
COc1cc(C(=O)OC2CCCCC2=O)cc(OC)c1C (stereo unspecified)	112.0	15.1	23.8	111.0	-1.9	-9.8	13.0	-4.8	-12.0
COc1ccccc1NS(=O)(=O)c1ccc2nc(CCl)[nH]c2c1	89.0	3.1	-27.9	92.0	0.7	12.4	-12.0	-20.4	20.1
Cn1c(SCC(=O)c2ccccc2)nnc1-c1cnccn1	85.0	1.2	83.1*	83.0	-0.2	0.0	-7.0	-1.1	2.0
Cc1noc(/C=C/N(C)C)c1S(=O)(=O)N1CCCC(C(=O)Nc2ccc3c(c2)OCO3)C1 (stereo unspecified)	107.0	0.2	-16.3	104.0	0.2	-11.4	7.0	-7.5	-4.4
Cc1ccc(CNC(=O)CCCc2nc3ccccc3s2)cc1	99.0	6.6	0.3	99.0	-1.6	-25.4	-1.0	-7.8	23.9
CC1(C)CC(CCC(=O)Nc2ccccc2Cl)C(=O)O1 (stereo unspecified)	94.0	-7.8	14.4	97.0	0.3	-0.1	2.0	4.8	3.2
COc1ccccc1NC(=O)c1ccc(-n2cncn2)nc1	96.0	-4.3	27.7	98.0	0.7	-3.0	-1.0	4.8	-22.8
CCc1ccc(NC(=O)c2cccc(C(=O)Nc3ccc(CC)cc3)n2)cc1	-9.0*[inhibitor]	1.9	31.3	0.0*[inhibitor]	0.2	-29.4	-28.0	-39.7	5.2
O=C(O)CSc1c(O)c2ccccc2[nH]c1=O	90.0	-121.3	21.5	88.0	-0.3	-0.8	-9.0	-9.8	-2.3
O=C1CCN(Cc2ccc(Br)cc2)CCN1[C@H](CO)c1ccccc1	93.0	-13.7	-13.0	100.0	3.7	-32.7	-4.0	4.8	8.7
Cn1c(=O)c2c(ncn2CC(=O)N2CCN(c3ccc(F)cc3)CC2)n(C)c1=O	95.0	-2.9	15.8	93.0	-0.4	-6.3	-4.0	-9.4	6.4
COc1ccc(NC(=O)CNc2ccc(C#N)cc2)cc1	79.0	-17.3	-11.1	84.0	-0.5	-1.6	-10.0	6.1	11.8
CN(C)S(=O)(=O)c1cccc(NC(=O)COC(=O)c2cn(-c3ccccc3)nc2-c2ccccc2)c1	100.0	-4.0	-2.2	90.0	0.0	-7.8	-3.0	17.0	14.0
CC(C)NC(=O)NC(=O)COC(=O)c1ccc([N+](=O)[O-])cc1Cl	98.0	9.3	23.6	98.0	-1.5	1.7	2.0	-6.5	-2.4
COc1ccc(NC(=O)CN(c2ccc(C(C)C)cc2)S(=O)(=O)c2c(C)noc2C)cc1OC	112.0	5.9	2.1	108.0	0.3	-0.2	4.0	0.5	20.7
Cc1cc(Cl)ccc1OCC(=O)Nc1nc(-c2cccnc2)cs1	108.0	-6.7	12.9	105.0	-0.8	-0.9	5.0	-9.2	-9.6
CCC(=O)NC(Nc1cc(C)ccn1)(C(F)(F)F)C(F)(F)F	100.0	-6.4	-7.4	95.0	-0.1	-1.0	2.0	-6.7	11.1
COC(=O)c1ccccc1NC(=O)C1CCCN(S(=O)(=O)c2ccccc2)C1 (stereo unspecified)	99.0	2.5	12.4	104.0	-1.0	-25.5	4.0	-20.7	-9.3
O=C1OC(Cc2ccccn2)C(=O)C1=C1SCCS1 (stereo unspecified)	99.0	-8.4	34.8	108.0	0.0	-28.8	-1.0	-4.4	24.9
Cc1ccc(-c2nn(-c3ccccc3)cc2C(=O)Nc2ccc(C)c(S(=O)(=O)N3CCOCC3)c2)cc1	110.0	-8.8	-3.5	101.0	-0.5	-3.0	17.0	-2.7	15.8
O=C1NC(c2ccc(Br)cc2)=N/C1=C/c1ccco1	97.0	3.7	6.0	99.0	1.1	6.9	-4.0	-4.0	8.9
O=C1CCC(CCC(=O)N2CCCC(C(=O)c3ccc(Cl)cc3)C2)=NN1 (stereo unspecified)	99.0	-10.3	36.3	103.0	-0.1	-8.2	-10.0	-7.6	-4.3
COc1ccccc1CNC(=O)CNCCc1ccc(OC)c(OC)c1	108.0	-13.6	18.3	104.0	-0.1	0.1	3.0	3.2	14.0
COc1ccc(-c2ccc(SCC(=O)N3CCN(c4ccccc4)CC3)nn2)cc1	85.0	2.4	43.7	96.0	-0.5	0.8	-3.0	-2.0	-7.0
Cc1oc2c(C)c3oc(=O)c(CCC(=O)NCCCCCC(=O)O)c(C)c3cc2c1C	93.0	-3.8	.	95.0	-0.8	-42.0	-1.0	12.4	-0.9

MEKK3 PB1 HTS: hit marks shown above
compound	MEKK2wt PB1 HTS	PfM18AAP inh	PHOSPHO1 block	MEKK3 PB1 HTS	MEKK2mut PB1 HTS	GPR7 antag	NALP1 inh
CCc1ccc(NC(=O)c2cccc(C(=O)Nc3ccc(CC)cc3)n2)cc1	-9.0*[inhibitor]	1.9	31.3	0.0*[inhibitor]	-28.0	-39.7	5.2

3 of the entries above in order of their number in MEKK2wt PB1 HTS, ascending:
| Molecule | MEKK2wt PB1 HTS |
| --- | --- |
| COC(=O)c1ccccc1NC(=O)C1CCCN(S(=O)(=O)c2ccccc2)C1 (stereo unspecified) | 99.0 |
| CCC(=O)NC(Nc1cc(C)ccn1)(C(F)(F)F)C(F)(F)F | 100.0 |
| COc1cc(C(=O)OC2CCCCC2=O)cc(OC)c1C (stereo unspecified) | 112.0 |

Further structures:
SMILES	MEKK2wt PB1 HTS	PfM18AAP inh	PHOSPHO1 block	MEKK3 PB1 HTS	OXTR agonist	FID counter	MEKK2mut PB1 HTS	GPR7 antag	NALP1 inh
CCOc1cc(OCC)nc(S(C)(=O)=O)n1	96.0	-1.7	-10.6	94.0	0.5	-2.0	-4.0	3.0	24.3
Cc1cc(C)c(OCC(=O)Nc2nc3ccccc3[nH]2)c(C)c1	96.0	-1.0	-5.9	104.0	2.3	-13.4	-2.0	-0.8	12.9
COc1ccc(N2CCN(c3ncnc4c3nnn4Cc3ccccc3Cl)CC2)cc1	95.0	-1.6	-8.3	86.0	-0.4	2.3	6.0	-0.9	-5.5
CC1CC(C)CN(C(=O)Nc2ccc(Br)cc2)C1 (stereo unspecified)	86.0	-6.0	32.3	92.0	-2.4	-5.4	-7.0	0.8	8.2
CCCCN(C)Cc1c(O)ccc2c(=O)c(-c3ccccc3OC)coc12	106.0	-1.6	.	100.0	0.0	0.9	5.0	-3.3	-19.3
Cc1onc(-c2ccccc2)c1CNC(=O)Nc1ccc(C(F)(F)F)cc1	95.0	0.5	25.4	95.0	10.1	2.3	-12.0	24.3*	17.9
O=C(Cc1cc(=O)[nH]c(=O)[nH]1)N1CCN(C(=O)c2ccco2)CC1	99.0	1.6	0.1	101.0	-0.8	1.2	1.0	-8.2	10.0
CC(=O)N1c2ccc(S(=O)(=O)N3CCCC3)cc2CC1C(=O)NCc1ccc(OC(C)C)cc1 (stereo unspecified)	103.0	0.1	6.3	99.0	0.5	-40.9	2.0	1.8	-15.5
Cc1cc(C)cc(NC(=S)N2CCN(c3ccc(F)cc3)CC2)c1	98.0	-3.7	-7.5	80.0	-0.8	-2.9	-1.0	-2.4	-1.4
COc1ccc2c(c1)[N+](C)(C)C(C)(C)C=C2C	99.0	-5.5	4.1	93.0	0.3	-3.5	3.0	-10.7	1.5
O=C(COc1ccccc1)Nc1nc2c(s1)CCCC2	109.0	-0.5	35.7	102.0	-0.6	-10.1	1.0	-13.5	20.4
CCOC(=O)c1cnc2c(C)c(Cl)ccc2c1NCCCN1CCOCC1	112.0	2.9	3.1	99.0	-1.2	54.4*	2.0	1.1	14.3
Cc1ccc(C(=O)NN2C(=O)C3C4c5ccccc5C(c5ccccc54)[C@@H]3C2=O)cc1 (stereo partly specified)	95.0	0.1	9.6	99.0	-2.7	-0.7	3.0	-10.4	12.4
CCOC(=O)c1cc(CC)sc1NC(=O)CSc1nc2ccccc2c(=O)n1Cc1ccco1	105.0	1.3	20.9	113.0	-0.1	-1.6	-1.0	6.2	31.1
CC1CC(C)CN(C(=O)CSc2nc(N)cc(=O)[nH]2)C1 (stereo unspecified)	96.0	-4.8	13.2	100.0	0.8	-0.6	-4.0	8.3	-2.5
COc1cc(/C=C2/NC(=O)N(c3cccc(Cl)c3)C2=O)ccc1O	84.0	12.7	36.8	93.0	2.3	-0.1	-10.0	2.1	19.6
Cn1c(CCN2CCCCC2)nc2cc(NC(=O)Nc3ccccc3)ccc21	114.0	4.1	-2.2	104.0	-0.7	4.8	2.0	-4.4	1.9
CCN1C(=O)S/C(=C/c2cn(C)c3ccccc23)C1=O	107.0	-9.2	-0.9	101.0	1.6	3.5	-2.0	-12.9	32.0
COc1cccc(-n2ccnc2SCC(=O)N2CCCc3ccccc32)c1	97.0	2.3	-5.8	105.0	-1.4	-27.5	8.0	-1.2	36.5
Cc1occc1C(=O)N(C)CC1CCCN(CCc2ccccc2F)C1 (stereo unspecified)	97.0	12.9	-19.6	94.0	0.5	2.9	-8.0	24.6	21.6
O=S(=O)(Nc1ccc(S(=O)(=O)N2CCCCC2)cc1)c1cccs1	104.0	0.4	-10.5	102.0	-1.5	-7.1	3.0	-7.7	2.7
COc1cc2c(=O)nc3n(c2cc1OC)C(c1ccccc1)N=C(N)N3 (stereo unspecified)	103.0	9.1	3.5	102.0	.	2.5	-1.0	-8.4	8.6
Cc1cc(C)c(-n2c(SCc3nc4ccccc4s3)n[nH]c2=O)c(C)c1	107.0	-6.3	8.1	130.0*	1.3	-36.7	24.0	-4.0	.
COc1ccc(N2CCN(C(=O)Cc3ccc(Br)cc3)CC2)cc1	92.0	-6.2	10.0	106.0	0.2	-19.6	-3.0	1.6	.
COC(=O)c1c(C(=O)OC)c(-c2ccc(Cl)cc2)n2c1CS(=O)(=O)C2	100.0	6.8	36.7	103.0	-0.4	-9.4	-3.0	-6.6	11.0
New compounds follow.
SMILES	MEKK2wt PB1 HTS	PfM18AAP inh	PHOSPHO1 block	MEKK3 PB1 HTS	OXTR agonist	FID counter	MEKK2mut PB1 HTS	GPR7 antag	NALP1 inh
Cn1c(C(=O)N2CCN(C3CCCCC3)CC2)cc2c(=O)n(C)c3ccccc3c21	94.0	-1.0	-11.3	91.0	.	-1.9	-8.0	-6.2	36.0
CCOC(=O)CSC1=C(C#N)C(c2ccc(C)cc2)C(C(=O)OC)C(=O)N1 (stereo unspecified)	108.0	-10.4	18.6	105.0	-2.2	-15.1	3.0	-15.1	0.6
CCOC(=O)C1CCCN(C(=O)c2ccccc2SCCOC)C1 (stereo unspecified)	101.0	-0.3	-73.9	104.0	-0.1	-13.9	-2.0	0.4	2.5
COc1ccc(CC(=O)NCC2CCCN(Cc3cc(OC)cc(OC)c3)C2)cc1 (stereo unspecified)	105.0	-0.8	8.5	103.0	0.9	2.5	4.0	1.0	11.3
Cc1ccnc(NC(=O)CSc2cc(=O)n(C)c3ccccc23)c1	94.0	-12.2	63.2*	92.0	0.6	-12.9	-6.0	-6.5	14.9
CCC(O)C1CCN(C(=O)c2cc(COc3ccc(F)cc3F)on2)CC1 (stereo unspecified)	104.0	-16.1	10.0	100.0	2.9	-30.7	2.0	7.6	15.2
Cn1ccnc1Sc1nc2ccccc2nc1NS(=O)(=O)c1ccccc1	104.0	28.8*	73.4*	106.0	0.4	-9.7	4.0	5.7	-4.5
CCCCc1ccc(NC(=S)N2CCN(C)CC2)cc1	108.0	-2.1	-10.7	102.0	-0.1	4.7	3.0	-2.7	0.2
COc1ccc([N+](=O)[O-])cc1NC(=O)C(C)c1ccccc1 (stereo unspecified)	104.0	2.1	1.9	102.0	-2.0	5.2	-2.0	-9.9	17.4
CCN(CC)S(=O)(=O)c1ccc(C(=O)C(C#N)c2ccccn2)cc1 (stereo unspecified)	97.0	0.8	-8.1	99.0	2.9	-0.1	-5.0	-7.4	6.2
